EWS-Fli block – EWS/Fli transcriptional activity inhibition | A673 NR0B1-luciferase reporter, viability-normalised | inhibition, % at 12.6 µM | actives 0.67% (n = 350,000) | AID 651661;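 active means mean inhibition of at least 50% after viability correction, with every replicate also passing that limit; inconclusive means mean reaches 50% but only one of two replicates passes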;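 further: firefly luciferase signal divided by Alamar Blue viability fluorescence both relative to DMSO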
ERp5 inh – ERp5 (human) disulfide isomerase inhibition | actives 0.05% (n = 350,000) | inhibition, % at 9.99 µM | AID 651711 | ERp5 insulin aggregation, absorbance 650 nm, 90 min | Q15084;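 active means mean replicate inhibition above about 25%, with every replicate also reaching it, limit read from the data, passing the limit was not always enough; inconclusive means only one of those two criteria met; inactive means neither criterion met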
Target sequence (Q15084 whole entry, looked up): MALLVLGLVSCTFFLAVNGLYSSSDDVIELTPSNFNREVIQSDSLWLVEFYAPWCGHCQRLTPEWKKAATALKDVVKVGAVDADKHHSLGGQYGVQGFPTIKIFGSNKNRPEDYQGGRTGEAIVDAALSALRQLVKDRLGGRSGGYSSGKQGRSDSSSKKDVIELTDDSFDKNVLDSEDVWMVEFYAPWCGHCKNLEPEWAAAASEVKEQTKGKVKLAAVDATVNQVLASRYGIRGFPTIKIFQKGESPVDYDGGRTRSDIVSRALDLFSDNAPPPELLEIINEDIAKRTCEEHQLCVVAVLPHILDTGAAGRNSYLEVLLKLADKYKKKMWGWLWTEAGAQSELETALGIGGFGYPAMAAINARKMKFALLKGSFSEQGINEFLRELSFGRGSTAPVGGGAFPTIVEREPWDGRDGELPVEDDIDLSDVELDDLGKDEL
ARNT TACC3 PPI – disruptors of human ARNT/TACC3 interaction; Q9Y6A5; AlphaScreen His-ARNT PAS-B/GST-TACC3 binding, luminescence; TACC3 fragment carries E629A point mutation; inhibition, % at 9.99 µM; actives 0.66% (n = 390,000); AID 623870;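 active means mean inhibition of replicates at least 50% and at least half of replicates each reaching 50%; inconclusive means half or more replicates reach 50% but mean below 50%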;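 further: 0% = complete ARNT plus TACC3 wells and 100% = ARNT alone without TACC3; many hits fall short of the cut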
F508del corr – correctors of CFTR F508del function in bronchial epithelial cells. CFBE cells, YFP halide quenching; stimulated with forskolin plus potentiator P3; % fluorescence drop versus neutral controls. activity (quench increase), % at 7.58 µM. actives 0.36% (n = 350,000);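 active means mean added fluorescence quench of at least 8% versus neutral control, with both replicates also reaching 8%; inconclusive means only one of the mean or replicate conditions met; inactive means mean below 8% and not both replicates reaching 8%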;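 further: cells transiently co-express mutant CFTR-F508del with the halide-sensitive YFP; corrector assay measuring rescue of mutant channel to the surface after 24 h compound exposure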
GSIS activator – GLuc luminescence reporter in INS-1E cells, primary screen for activators of glucose-dependent secretion of insulin | INS-1E GLuc reporter insulin secretion, 2-3 h | activation, % at 16.6 µM | actives 0.61% (n = 370,000) | AID 743287;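 active means lowest replicate activation of at least 40%, so every replicate reaches that level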;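 further: 0% = median of neutral control wells and 100% = median of IBMX positive control wells; some compounds called inactive have numbers as strong as hits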
PAX8 inh HTS – inhibitors of PAX8 transcriptional activity in RMG-I cells; RMG-I TPO-luciferase reporter, SteadyGlo, 24 h; inhibition, % at 12.6 µM; actives 1.2% (n = 360,000); AID 652154;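 active means mean replicate inhibition at least 60% with every replicate also reaching 60%; inconclusive means only one of the two criteria is met; inactive means mean below 60% and not all replicates reaching 60%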;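 further: luciferase light reporting Pax8 driven TPO promoter activity; plate controls were median of neutral control wells for no effect and mitoxantrone controls for full effect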
Xi reactivation – activators of X-chromosome reactivation in mouse fibroblasts; XiGFP mouse fibroblasts, % GFP-positive cells imaging, 3 d; cells co-treated with 5-aza-dC sensitizer; scaled so ellipticine positive control = 100%; activation, % at 7.58 µM; actives 0.055% (n = 360,000); AID 743238;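 active means mean normalized replicate activation at least 10% and every replicate at or above 10%; inconclusive means only one of the two criteria met; inactive means mean below 10% and not all replicates reach 10%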;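 further: 0% = median of on-plate neutral control wells and 100% = ellipticine 6 µM median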
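Assay system – SV40-immortalized XiGFP fibroblast cells, line 68-5-11 · Buffer or medium – DMEM supplemented with 5-aza-dC as sensitizing agent · Dosing – one concentration, pinned · Benchmarks – positive control ellipticine, 6 µM final · Times – 3 days compound exposure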
DENV2 CPE – inhibitors of DENV2 cytopathic effect. DENV2-infected cells, cytopathic effect rescue, plate reader. CPE inhibition, % at 9.99 µM. actives 1.7% (n = 350,000); in the data active means CPE inhibition above about 20%, passing the limit was not always enough; inconclusive means no clear call, values can overlap the other calls; tested in BHK-21 cells;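 further: 0% = median of neutral control wells and 100% = median of positive control wells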
* hit, by the source's call; ? = inconclusive; . = no result given; & = joins results of further samples. Compounds were not picked by outcome. About 4.2% of those tested had a hit in this group.

SMILES	EWS-Fli block	ERp5 inh	ARNT TACC3 PPI	F508del corr	GSIS activator	PAX8 inh HTS	Xi reactivation	DENV2 CPE
Oc1ccc(C[C@@H]2CNCCN2CCC23CC4CC(CC(C4)C2)C3)cc1	11.0	6.7	4.5	-0.3	.	8.1	0.1	-6.0
CC(C)C[C@H]1CNC(=S)N1C[C@H]1CCCN1C[C@H](Cc1ccc(O)cc1)N1C[C@H](Cc2ccccc2)N(CC2CCCCC2)C1=S	6.8	-0.8	.	0.0	9.2	18.8	-0.1	?
CO[C@H]1CN(C)C(=O)c2ccc(NC(=O)C3CCOCC3)cc2OC[C@@H](C)N(C(C)=O)C[C@H]1C	-4.3	2.8	-19.4	-0.5	18.2	-3.9	-0.5	-5.2
COCC#Cc1ccc2c(c1)O[C@@H](CN(C)C(=O)Nc1ccc(OC)cc1)[C@H](C)CN([C@H](C)CO)S2(=O)=O	-5.9&-5.0&3.8	6.1&0.9&-9.0	-1.7&0.1	-4.0&-2.2&2.0	-26.9&11.8	-7.3	0.1&-0.9	?
Cc1ccc(S(=O)(=O)N[C@H]2C=C[C@H](CC(=O)N3CCN(c4ccccc4)CC3)O[C@@H]2CO)cc1	-1.8	-1.7	.	-0.2	-9.1	10.5	0.4	11.8
Nc1sc(-c2ccccc2)cc1C(=O)NCCc1c[nH]c2ccccc12	10.8	-1.2	.	-4.3	4.6	-7.6	0.1	-8.6
O=C(NNC(=O)c1ccc(Cl)c([N+](=O)[O-])c1)c1ccncc1	13.3	1.1	-6.0	-0.8	-1.5	25.7	0.4	0.6
COc1cccc(S(=O)(=O)N(C)C[C@H]2Oc3ncc(-c4cccc(C(=O)N(C)C)c4)cc3C(=O)N([C@H](C)CO)C[C@H]2C)c1	-1.1	5.5	-6.4	0.5	18.9	.	-0.9	5.4
C[C@@H]1CN([C@@H](C)CO)C(=O)c2cc(C#CC(C)(C)O)cnc2O[C@@H]1CN(C)C(=O)C1CCCCC1	-4.3	.	.	-0.3	16.3	.	-0.1	.
O=C(NC(=S)N1CCOCC1)c1cc2ccccc2o1	-8.9	-2.4	-13.9	1.8	-7.7	-14.6	0.0	0.6
O=C(Cc1ccc(Cl)cc1)NCC(=O)N1CCC2(CC1)NCCc1[nH]cnc12	-11.3	-7.6	.	3.0	.	3.0	-0.1	4.2
COc1ccccc1C(=O)N1C[C@@H]2[C@H](c3ccccc31)[C@@H](CO)N2C(=O)C1CCCC1	7.7	0.5	-8.6	0.1	-3.9	-8.6	0.1	-5.1
O=C(CN1C(=O)COc2ccc(Cl)cc21)NC1CC1	-1.7	7.0	.	1.3	15.3	1.3	0.3	-6.7
COc1ccc(-c2ccc3c(c2)S(=O)(=O)c2cccc(C(=O)N4CCN(c5ccc(Cl)cn5)CC4)c2C3=O)cc1OC	12.7	-6.5	-1.6	2.0	-2.5	22.2	0.9	?
O=C(NCc1ccccc1)[C@H]1CCCN1C(=O)[C@H]1CCCN1C(=O)c1ccc(F)cc1	-2.2	-0.6	.	1.8	36.0	-7.8	0.0	?
CSCCC(NC(=O)c1ccccc1Cl)C(=O)NCCc1ccccn1 (stereo not drawn)	-4.7	4.2	-2.4	-3.2	4.1	2.3	0.0	14.4
COc1cccc(CN2[C@H](CO)[C@@H](c3ccccc3)C23CN(Cc2ccccc2OC)C3)c1	-0.3	-2.8	.	2.4	-17.5	26.0	0.2	0.7
CO[C@@]1(NC(=O)C2SC(=C(C(N)=O)C(=O)O)S2)C(=O)N2C(C(=O)O)=C(CSc3nnnn3C)CS[C@@H]21 (stereo partly drawn)	-9.6	4.3	-1.8	0.9	-0.2	-12.0	0.2	-1.9
COCC(C)NC(=O)c1ccc2nc(-c3ccccc3)c(-c3ccccc3)nc2c1 (stereo not drawn)	9.6	-0.3	8.1	0.4	5.1	15.0	0.0	-5.3
CCNC(=S)N1CCN(CC)CC1	-5.1	2.5	-3.4	-1.2	1.6	-3.5	0.2	8.7
Cc1cc(O)c(N=Cc2cc3c(cc2[N+](=O)[O-])OCO3)cc1C	-50.6	-2.1	0.1	-3.3	.	10.3	0.0	-1.6
CCNC(=O)Nc1ccc2c(c1)C(=O)N(C)[C@H]1CC[C@@H](CC(=O)Nc3ccccc3)O[C@@H]1CO2	-2.2	-3.8	0.7	-0.4	4.5	-7.0	0.1	3.7
Cc1cc(C)n2nc(C(=O)NNC(=O)c3ccccc3)nc2n1	0.9	0.5	8.0	4.0	-3.5	7.3	0.0	3.5
Cc1noc(C)c1S(=O)(=O)Nc1ccc2c(c1)C(=O)N([C@H](C)CO)C[C@H](C)[C@@H](CN(C)C(=O)c1ccncc1)OCCCC[C@@H](C)O2	-8.4	2.7	-5.6	0.0	9.5	-15.8	-0.5	-3.9
O=C(COC(=O)CCC1CCCC1)Nc1ccc(F)cc1Cl	-2.3	6.6	-5.3	-2.5	4.1	8.4	0.1	-3.5

Record cards (already shown).
`CO[C@H]1CN(C)C(=O)c2ccc(NC(=O)C3CCOCC3)cc2OC[C@@H](C)N(C(C)=O)C[C@H]1C` reads EWS-Fli block = -4.3; ERp5 inh = 2.8; ARNT TACC3 PPI = -19.4; F508del corr = -0.5; GSIS activator = 18.2; PAX8 inh HTS = -3.9; Xi reactivation = -0.5; DENV2 CPE = -5.2
`CCNC(=S)N1CCN(CC)CC1` reads EWS-Fli block = -5.1; ERp5 inh = 2.5; ARNT TACC3 PPI = -3.4; F508del corr = -1.2; GSIS activator = 1.6; PAX8 inh HTS = -3.5; Xi reactivation = 0.2; DENV2 CPE = 8.7

4 compounds from above, arranged by their value in GSIS activator, lowest first.
canonical_smiles	GSIS activator
COc1cccc(CN2[C@H](CO)[C@@H](c3ccccc3)C23CN(Cc2ccccc2OC)C3)c1	-17.5
COc1ccc(-c2ccc3c(c2)S(=O)(=O)c2cccc(C(=O)N4CCN(c5ccc(Cl)cn5)CC4)c2C3=O)cc1OC	-2.5
CO[C@@]1(NC(=O)C2SC(=C(C(N)=O)C(=O)O)S2)C(=O)N2C(C(=O)O)=C(CSc3nnnn3C)CS[C@@H]21 (stereo partly drawn)	-0.2
CSCCC(NC(=O)c1ccccc1Cl)C(=O)NCCc1ccccn1 (stereo not drawn)	4.1

Other compounds
SMILES	EWS-Fli block	ERp5 inh	ARNT TACC3 PPI	F508del corr	GSIS activator	PAX8 inh HTS	Xi reactivation	DENV2 CPE
CCN1CCN(CC(=O)Nc2ccc3c(c2)OCCO3)C(=O)C1=O	-6.1	2.4	-5.9	1.0	8.6	5.9	-0.2	5.5
COC(=O)C1(C(=O)OC)Cc2ccccc2N(S(=O)(=O)c2ccc(C)cc2)C1CC(C)=O (stereo not drawn)	-18.9	-3.8	.	1.1	-17.5	4.8	0.0	-0.7
COc1cccc(-c2sc3ccc(OC)cc3c2-c2cc(F)cc(OC)c2)c1	-7.2	7.0	-3.0	-0.3	7.5	-14.1	0.0	1.2
CCC(=O)N1C[C@@H](C)[C@@H](OC)CN(C)C(=O)c2cc(NC(=O)CC(F)(F)F)ccc2OC[C@H]1C	-1.7	0.9	.	-2.0	5.4	.	-0.1	-1.9
Cc1ccsc1CN(C)CC(=O)Nc1ccccc1C(=O)NC1CC1	3.6	-1.6	.	5.5	-3.4	.	0.5	-4.6
Cc1cccc(C)c1NC(=O)CN(C)C(=O)c1ccccc1C(=O)N(C)Cc1ccccc1	-1.7	5.5	0.9	1.7	-4.7	-9.6	.	-3.6
COc1ccc(CN2[C@@H](CC(C)=O)c3ccc(/C=C/C(C)=O)cc3S2(=O)=O)cc1	18.7	0.7	0.9	-0.8	-30.8	-0.3	0.0	14.7
O=[N+]([O-])c1cc(/C=N/O)ccc1N1CCCC1	.	.	4.4	.	12.9	-32.3	0.2	.
C[C@@H]1CCCCO[C@@H](CN(C)Cc2ccc3c(c2)OCO3)[C@@H](C)CN([C@H](C)CO)C(=O)c2cc(NS(=O)(=O)c3ccc(F)cc3)ccc2O1	4.6	-0.1	19.1	3.1	-19.3	-30.6	-0.1	-2.6
Cc1ccc(S(=O)(=O)N(C)C[C@@H]2Oc3ncc(-c4ccccc4)cc3C(=O)N([C@H](C)CO)C[C@@H]2C)cc1	14.0&5.1	-6.2&3.7	9.7&-1.4	-0.5&-0.5	-17.7	.	0.2	5.7&9.1
COc1ccc(CN(C)C[C@@H]2Oc3ccc(NS(=O)(=O)c4ccc(Cl)cc4)cc3C(=O)N([C@@H](C)CO)C[C@H]2C)cc1	2.0	15.8	.	2.0	4.4	-9.7	-1.1	0.6
CCOc1ccc(-n2c(-c3ccc(OC)cc3)c[n+]3c2CCCCC3)cc1	36.0	3.7	-1.5	4.0	-19.6	99.4*	0.0	.
CC1Cn2c(nc(=O)c3c2NCN(CCc2ccccc2)C3)S1 (stereo not drawn)	-7.3	2.1	-5.1	-2.5	-16.5	-9.1	0.0	6.2
O=C1CCN(c2ccc([N+](=O)[O-])cc2F)CC1	-5.9	1.7	-5.2	1.4	2.9	-3.5	0.0	4.3
COc1ccc(C(C(=O)NCc2ccc(F)cc2)N(C(=O)c2csnn2)C2CC2)cc1 (stereo not drawn)	-8.5	4.2	-0.5	1.6	-26.5	5.6	0.0	1.9
Cc1csc(N2CCCC2c2nc3cc(C(F)(F)F)ccc3n2CCOCCO)n1 (stereo not drawn)	6.5	1.6	-18.3	-1.8	-5.5	-25.0	0.7	6.0
CCCN(C)C[C@@H]1Oc2cc(C#CCOC)ccc2S(=O)(=O)N([C@H](C)CO)C[C@@H]1C	2.5	-2.8	10.6	-3.0	15.8	.	-1.0	-2.2
CC(C)Cn1c(O)c2ccc(C(=O)N=NC(=O)c3cccnc3)cc2c1O	.	.	1.2	.	12.4	19.3	0.1	.
CCOC(=O)Nc1ccc2c(c1)N(CCCN(C)C)c1ccccc1CC2	9.6	1.2	.	-2.5	.	36.8	0.0	2.9
COc1ccc(-c2nc(SCC(=O)Nc3nccs3)c(-c3ccc(Cl)cc3)[nH]2)cc1	-8.9	-1.5	2.9	0.0	-2.7	55.5	2.6	15.9
O=C(NNC(=O)c1c(O)c2ccccc2[nH]c1=O)c1ccccc1	-3.1	-11.6	-0.2	0.1	1.6	-20.5	0.0	4.2
CCCNC(=O)[C@H]1[C@H](CO)[C@H]2Cn3c(ccc(-c4ccccc4OC)c3=O)[C@H]2N1CC	-6.2	8.6	23.5	-1.0	10.6	4.2	0.0	-1.8
COC(=O)c1sc(S(=O)(=O)NC(Cc2ccccc2)C(=O)O)c(C(=O)OC)c1C (stereo not drawn)	4.8	2.8	.	-4.2	9.9	8.7	-0.1	1.6
CN(C)CC(=O)N1CC[C@@H]2[C@H]1c1cc(-c3ccccc3)ccc1N(C)[C@H]2CO	-3.1	-0.8	5.6	0.2	11.0	8.0	0.1	-9.2
O=C(C[C@H]1C[C@@H]2c3cc(NC(=O)c4cccnc4)ccc3O[C@@H]2[C@@H](CO)O1)NCCc1ccccc1	0.6	-0.4	-5.0	5.5	0.9	-68.9	0.1	?
CCn1c(=N)n(CC(=O)c2ccc(OC)c(OC)c2)c2ccccc21	0.2	2.4	-23.4	1.9	19.6	.	.	-3.5
O=C(/C=C/c1cccs1)N1CCC2(CC1)Oc1ccc(Cl)cc1C(=O)C21CC(c2ccccc2)=NO1 (stereo not drawn)	2.4	1.6	23.6*	-4.8	2.7	15.5	0.0	19.0

Screens from PubChem.
